FXIa inh – blocks human coagulation factor XIa protease activity; inhibition, % at 5 µM; AID 798; P03951; 220,000 tested, 0.14% active; purified FXIa, Boc-Glu-Ala-Arg-AMC fluorogenic substrate;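 active = inhibition of at least 40%; inactive = inhibition below 40%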;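 note: fluorescence of freed AMC excited at 355 nm; 0% = enzyme without compound and 100% = no enzyme blank; many of its hits are not listed in these tables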
Thrombin inh – blocks human thrombin protease activity; alpha-thrombin, Boc-VPR-AMC fluorogenic substrate cleavage; inhibition, % at 5 µM; 220,000 tested, 0.26% active;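 active = inhibition at or above 40%; inactive = inhibition below 40%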;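 note: 0% = enzyme with no compound and 100% = wells without enzyme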
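System: Human alpha-thrombin protein | Medium: pH 7.5 Tris (50 mM) with NaCl 150 mM, Tween 20 0.05% | Times: Enzyme reaction carried out at room temperature | Detection: AMC fluorescence, 355/460 nm | Evaluation: Percent inhibition scaled between no-compound controls and no-enzyme blanks | Benchmarks: Enzyme without compound as high, wells lacking enzyme as low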
Rad51 HR inh – blocks human Rad51 in homologous recombination; Q06609; hRad51 DNA strand exchange, fluorescence dequenching; inhibition, % at 10 µM; 200,000 tested, 0.085% active;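 active = inhibition above 40% at the single screening dose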;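 note: 0% = DMSO control wells and 100% = blanks with heterologous ssDNA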
Target sequence (Q06609 whole entry, looked up): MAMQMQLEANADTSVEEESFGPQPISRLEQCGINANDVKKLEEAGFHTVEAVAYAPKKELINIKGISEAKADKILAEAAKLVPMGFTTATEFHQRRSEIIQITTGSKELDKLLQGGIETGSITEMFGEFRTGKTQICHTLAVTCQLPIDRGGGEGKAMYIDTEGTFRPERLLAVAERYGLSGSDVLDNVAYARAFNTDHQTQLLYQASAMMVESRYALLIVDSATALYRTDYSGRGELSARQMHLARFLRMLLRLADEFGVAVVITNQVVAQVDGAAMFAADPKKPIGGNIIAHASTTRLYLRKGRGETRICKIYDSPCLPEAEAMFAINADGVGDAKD
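Material: human Rad51–ssDNA filaments; Probe or stimulus: labelled 47-mer dsDNA for strand exchange; Doses: single 10 µM dose; Incubation: 37 °C 15-min filament assembly, 30-min compound preincubation, 15-min exchange; Technique: FRET fluorescence dequenching, excitation 485 nm, emission 520 nm; Measure: Fluorescence-based percent inhibition, control- and blank-normalised; Benchmarks: plate control and blank wells.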
Furin inhibitor – human furin inhibition. purified furin, fluorogenic substrate cleavage. inhibition, % at 30 µM. 220,000 tested, 0.061% active. AID 463115; in the data active = inhibition above about 25%; note: inactives centre near -15
Target sequence (P09958 108-714 limits assumed): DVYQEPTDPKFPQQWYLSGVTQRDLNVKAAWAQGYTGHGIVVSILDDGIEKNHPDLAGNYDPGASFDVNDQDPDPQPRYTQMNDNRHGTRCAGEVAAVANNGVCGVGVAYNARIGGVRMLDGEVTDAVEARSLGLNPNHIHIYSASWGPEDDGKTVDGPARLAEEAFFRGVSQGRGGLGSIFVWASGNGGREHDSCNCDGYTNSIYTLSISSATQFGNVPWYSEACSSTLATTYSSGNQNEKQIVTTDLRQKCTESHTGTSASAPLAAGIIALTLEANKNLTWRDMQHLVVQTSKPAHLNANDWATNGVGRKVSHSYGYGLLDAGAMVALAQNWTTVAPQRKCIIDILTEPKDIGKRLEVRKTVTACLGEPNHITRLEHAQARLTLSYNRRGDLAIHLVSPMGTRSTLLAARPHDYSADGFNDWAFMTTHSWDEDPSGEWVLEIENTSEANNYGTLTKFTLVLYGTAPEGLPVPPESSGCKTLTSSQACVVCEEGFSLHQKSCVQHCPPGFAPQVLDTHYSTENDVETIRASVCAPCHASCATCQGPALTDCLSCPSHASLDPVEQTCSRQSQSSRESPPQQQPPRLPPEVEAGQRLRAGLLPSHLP
m-calpain inh – blocks pig calpain II enzyme activity; purified calpain II, fluorogenic peptide substrate, 30 min; inhibition, % at 16 µM; 220,000 tested, 0.37% active;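 active = inhibition above about 50%, limit read from the data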
PERK inh – blocks human PERK kinase; Q9NZJ5; 220,000 tested, 0.17% active; AID 1416; CHO PERK-DD fusion, SEAP luminescence translation reporter; inhibition, % at 5.6 µM;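 active = inhibition above the mean inhibition of all tested compounds plus 3 SD, set separately per screening campaign, cut at about 2.9% in these data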;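 note: PERK kinase domain activated by AP20187 dimerizer at 100 nM; 0% = DMSO with dimerizer and 100% = rapamycin at 8.4 µM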
hK5 inh – inhibitors of human kallikrein 5; Q9Y337; recombinant hK5, fluorogenic AMC substrate cleavage; AID 873; inhibition, % at 5 µM; 210,000 tested, 0.59% active;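 active = inhibition of 40% or more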;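 note: 0% = enzyme controls without compound and 100% = no-enzyme blanks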
KCC2 mod – KCC2 (human) Cl- transport modulation. AID 1456. 190,000 tested, 2.2% active. B-score of Tl+ flux slope (higher = more flux/activation; lower = inhibition) at 10 µM. KCC2 cells, thallium flux FluoZin-2 fluorescence. Q9H2X9;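 active = thallium flux slope and its plate-corrected score both differing from the plate sample mean at a set confidence after two filtering rounds, in either direction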;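 note: slope of fluorescence scaled to starting intensity during 10 to 20 s after thallium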
FXIIa inh – factor XIIa (human) inhibition; P00748; purified FXIIa, Boc-QGR-AMC fluorogenic substrate, 2 h; inhibition, % at 5 µM; 220,000 tested, 0.3% active; AID 800; in the data active = inhibition above about 40%;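 note: 0% = enzyme with no compound and 100% = blank without enzyme; many of its hits are not listed in these tables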
* marks the source's active call; other numbers are inactive results; nt = no result given; [ ] = dose if it differs, or a comment. A portion of the library; the hit share may differ from the screen's.

The first two records as a preview:
Second line of a record: Rad51 HR inh	Furin inhibitor	FXIIa inh	KCC2 mod	PERK inh	m-calpain inh	FXIa inh	Thrombin inh	hK5 inh
1) CC(C)OCCCN1CN(S(=O)(=O)c2ccc(Cl)cc2)c2nc3ccccc3nc21
  -9	-3[20 µM]	11	0.028	-0.9	-20	8	2	-12
2) CCOC(=O)Cn1nnnc1C(C(C)C)N(Cc1cccs1)Cc1cc2cc(C)ccc2[nH]c1=O (centres undefined)
  5	-12[20 µM]	13	nt	-1.8	-229	6	4	-2

The whole of this part (from the top)
Second line of a record: Rad51 HR inh	Furin inhibitor	FXIIa inh	KCC2 mod	PERK inh	m-calpain inh	FXIa inh	Thrombin inh	hK5 inh
1) CC(C)OCCCN1CN(S(=O)(=O)c2ccc(Cl)cc2)c2nc3ccccc3nc21
  -9	-3[20 µM]	11	0.028	-0.9	-20	8	2	-12
2) CCOC(=O)Cn1nnnc1C(C(C)C)N(Cc1cccs1)Cc1cc2cc(C)ccc2[nH]c1=O (centres undefined)
  5	-12[20 µM]	13	nt	-1.8	-229	6	4	-2
3) N#CC1=C(N)Oc2n[nH]c(-c3ccccc3)c2C1c1ccncc1 (centres undefined)
  -1	-21	19	-0.51	1.4	-12	5	7	1
4) O=C(O)c1ccccc1NCc1ccncc1
  -1	-35	20	0.49	-0.4	-47	4	3	-11
5) CC(C)(C)c1cc(NS(=O)(=O)c2ccc3c(c2)OCCO3)on1
  5	-14[20 µM]	2	nt	1.2	5	1	-4	8
6) CC(c1nccs1)N(C)c1nc2nonc2nc1NC1CC1 (centres undefined)
  2	-19	2	-0.15	0.1	20	-5	-11	-2
7) Cc1[nH]c2c(C(=O)N3CCCC(CCC(=O)NCc4ccccc4F)C3)cccc2c1C (centres undefined)
  -7	-3	26	-0.022	-0.8	17	5	-1	18
8) NC(=O)CSc1nc2cc([N+](=O)[O-])ccc2n1-c1cccc(C(F)(F)F)c1
  -2	-4	10	1.8	-0.4	-6	-1	-2	-5
9) COC(=O)C1=C(C(=O)OC)[C@@H]2Nc3ccccc3[C@@]23C[C@@H](C(=O)OC)N(C(C)=O)C3=N1
  -7	-14	5	0.95	nt	-20	0	-3	-2
10) CSc1nsc(/C=C/Nc2ccc(C)cc2)c1C#N
  -31	2[20 µM]	2	-0.93	1.2	-18	-1	6	-5
11) COc1cc(S(=O)(=O)N(Cc2cccs2)C2CC2)ccc1-n1cnnn1
  -1	-8[20 µM]	14	0.4	-0.3	26	5	4	-3
12) CC(=O)N(C1=C(N)C(=O)c2ccccc2C1=O)C(C)C
  -2	-7	21	0.24	-0.7	19	29	25	21
13) OCCC1CN(Cc2ccc3cc(Cl)ccc3n2)CCN1Cc1ccsc1 (centres undefined)
  nt	-13	13	nt	0.3	12	4	1	nt
14) CN(C)c1ccc(/C=N/NC(=O)c2sccc2-n2cccc2)cc1
  -9	-18	10	-0.23	-0.3	21	2	-15	5
15) CN(C)S(=O)(=O)Oc1ccccc1C(=O)Nc1ccc(F)cc1
  -24	-20	-1	-0.1	-0.8	-10	-8	-5	-13
16) O=c1[nH]c2cc3c(cc2cc1CN(Cc1nnnn1CC1CCCO1)C1CCCCC1)OCO3 (centres undefined)
  nt	-70	-11	7.4*	1.0	-85	-5	3	54*
17) CCOC(=O)N1CCN(C(=O)CCl)CC1
  26	-18	5	0.35	-0.2	-30	-4	0	-8
18) Cc1ccc(COc2ccsc2C(=O)O)cc1
  9	-25	8	0.051	-0.4	29	0	4	-12
19) C=C(c1cccc2ccccc12)P(=O)(O)O
  0	-1[20 µM]	-14	0.55	1.0	13	0	-9	-17
20) Cc1cc(C)c(S(=O)(=O)N2CCN(c3ccc([N+](=O)[O-])c(NCc4ccco4)c3)CC2)c(C)c1
  -8	-3[20 µM]	18	nt	-0.9	-13	5	1	-4
21) O=C(NCCCn1ccnc1)C(=O)c1cn(CC(=O)N2CCCCCC2)c2ccccc12
  6	-19	8	0.3	1.2	-28	-2	-5	0
22) COc1ccc(N2CCN(CCCNC(=O)CN3CCN(Cc4ccccc4C)C3=O)CC2)cc1
  -2	-27	8	-0.72	-1.6	1	-4	-6	7
23) CCn1ncc(CN2CCN(C(=O)Nc3ccccc3C(=O)OC)CC2)c1C
  -4	-1[20 µM]	15	0.23	-1.0	-2	3	0	1
24) Cc1onc(-c2c(Cl)cccc2Cl)c1C(=O)Nc1ccc2c(c1)OCO2
  -2	-26	-17	nt	-0.1	42	1	2	2
25) CCOc1ccc(NC(=O)Cn2nnc(C(=O)NCc3ccccc3OC)c2N)cc1
  nt	-11	-2	1.6	-1.3	18	-18	-5	-12
26) Cc1ccc(C(=O)/C=C\NCc2ccccc2)cc1
  9	-9	16	nt	-0.3	16	9	3	-9
27) Cc1ccsc1/C=C1\SC(N2CCOCC2)=NC1=O
  1	1	-12	-0.33	0.4	15	-18	-4	-7
28) Cc1cc(=O)[nH]c(N/N=C/C(C)c2ccccc2)n1 (centres undefined)
  12	-16	9	0.62	1.1	1	1	4	-1
29) CC1=C(C(N)=O)C(c2ccc(C)o2)C(C(N)=O)=C(C)N1
  -283	-21[20 µM]	13	1.1	0.5	-29	1	6	3
30) COc1cc(/C=N/NC(=O)c2ccc(Cl)c(S(N)(=O)=O)c2)ccc1OCC(N)=O
  nt	-18	4	-1.2	2.8	-21	0	-14	0
31) CC(=O)Nc1nc(C)c(-c2csc(Nc3ccc(S(N)(=O)=O)cc3)n2)s1
  10	-12	10	0.4	0.2	-150	0	-3	-2
32) CCOc1ccc(N/C(C)=C/C(=O)c2ccc(C)o2)cc1
  -4	-15[20 µM]	9	-1.3	1.1	23	3	-4	-2
33) O=C(NCCOc1ccccc1F)c1cc(F)c(F)cc1Cl
  -2	-22	-4	-0.89	0.9	9	-10	-3	-9
34) COc1cc(CN2CCN(C(=O)c3ccc(-c4ccccc4)cc3)CC2)cc(OC)c1OC
  -2	-13	11	-0.59	0.1	-21	0	-8	3
35) CCc1ccc(N(C(=O)c2snc(C(N)=O)c2N)C(C(=O)NCCC(C)C)c2c[nH]c3ccccc23)cc1 (centres undefined)
  -2	16[20 µM]	8	0.068	-1.0	-45	-8	4	4
36) COc1ccc(CNCC(O)COCc2cccs2)cc1 (centres undefined)
  -1	-5	14	0.27	-0.5	-14	2	4	-26
37) C/C(=N\Nc1cccc(C(=O)O)c1)c1ccc2c(c1)Nc1ccccc1S2
  -18	-15	14	-3.3	1.0	24	-1	6	10
38) COc1ccc(-n2c(Cc3cccn3C)nnc2SCC(=O)Nc2ccc(Cl)cc2)cc1
  24	0	6	-2.1	0.5	-12	7	3	-3
39) Cc1occc1-c1nc(-c2ccccn2)no1
  3	-8	-3	nt	-1.4	-10	2	9	-8
40) Cc1nn(-c2ccccc2)c(C)c1/C=N/n1c(-c2ccc(Cl)cc2)n[nH]c1=S
  -5	-17	10	2.5	0.0	-101	5	-3	-5
41) Cc1cc2c(ncn2C)c(NS(=O)(=O)c2ccccc2Cl)c1C
  7	-14[20 µM]	4	nt	0.9	-9	-3	-8	11
42) Fc1ccc(F)c(NC(=S)NCCc2ccccc2)c1
  -9	-4	4	-1.6	0.7	7	-8	0	-6
43) C=C(C)CSc1nc(N)c(C#N)c(-c2ccc(C)cc2)c1C#N
  0	-24[20 µM]	4	nt	0.0	15	-6	-2	19
44) O=C(Cn1cnc2ccccc2c1=O)NCc1ccco1
  4	-21[20 µM]	7	-0.68	0.3	24	1	-3	-7
45) Oc1[nH]c2ccccc2c1N=NC(=S)NCCc1ccccc1
  nt	-21	3	20*	-0.3	-26	5	-8	-24
46) Cc1cccc(C)c1NC(=O)c1sccc1SCC#N
  3	-6[20 µM]	19	nt	0.1	-10	7	3	-3
47) Cc1nc(-c2ccc(O)c(O)c2)cs1
  2	-23[20 µM]	14	1.5	0.0	9	-9	2	-35
48) CCCc1cnc(N2CCN(C(=S)NC)CC2)nc1
  -1	-11	14	-0.63	0.7	-8	-4	4	-4
49) Nn1c(=S)[nH]nc(Cc2ccc(O)cc2)c1=O
  nt	-16	3	-0.059	0.4	-4	-4	-6	-19
50) Cc1ccc(-n2c(C)cc(=O)cc2C)c(C)c1
  -4	-21	8	0.24	0.3	-12	2	-17	-9
51) CC1CCN(c2nc(-c3ccccc3)cc(C(F)(F)F)n2)CC1
  2	-1	16	nt	-0.6	-6	0	-1	4
52) CCCCCC(=O)NNC(=O)c1ccc(F)cc1
  0	-16	11	0.37	0.4	-8	4	-6	-11
53) Clc1ccccc1OCCN1CCC(Cc2ccccc2)CC1
  -12	-16	7	1.4	0.1	27	-1	-3	1
54) C(=C\c1ccccc1)/C=N/Nc1nc(N2CCOCC2)nc(N2CCOCC2)n1
  3	-7[20 µM]	14	-0.72	0.3	1	1	-1	1
55) N#Cc1cc(-c2ccccc2)nnc1Sc1ccc(F)cc1
  7	-21[20 µM]	6	nt	0.6	-19	-27	-5	7
56) O=C(NNC(=O)c1csc(-c2cnccc2C(F)(F)F)n1)c1ccc(C(F)(F)F)cc1
  -2	-15	-2	5.9*	0.4	-3	-5	-4	-5
57) Cc1ccc(N2C(=O)SC(N(CC(=O)O)c3ccc(C)cc3)C2=O)cc1 (centres undefined)
  -3	-21	7	1.5	0.5	-7	-2	-9	2
58) O=C(Nc1cccc([N+](=O)[O-])c1)c1ccc(N2CCCC2=O)cc1
  -4	-17	7	-1.2	1.4	9	0	-1	5
59) CCCOc1ccc(C2c3c(oc4cc(C)c(C)cc4c3=O)C(=O)N2CCCN(C)C)cc1OCC (centres undefined)
  nt	-12	30	0.76	0.8	-1	22	5	-11
60) CC1(C)CC(=O)C2=C(C1)Oc1nc3ccccc3cc1C2C(C#N)C#N (centres undefined)
  -5	-18	7	nt	-0.5	-70	-23	-4	4
61) CSCCNC(=O)c1ccc(OC2CCN(CCc3ccccc3)CC2)cc1
  21	-13	6	nt	1.2	11	2	1	nt
62) COc1cccc(CN(C)C(=O)c2cc(COc3ccc4ncccc4c3)on2)c1
  -21	-9	11	nt	0.0	24	5	0	nt

Compound activity: PubChem BioAssay, several laboratories
